L3MBTL1 inh – blocks human L3MBTL1 | AlphaScreen L3MBTL1–H3K9me1 peptide binding | Potency, µM (highest dose often 57.1 µM), without a hit: top-dose activity, negative = inhibition, hits mostly inhibitors | 230,000 compounds, 0.66% hits; active means well fitted inhibition curve with a large enough effect; inconclusive means small, poorly fitted or top-dose-only effect; inactive means no such curve, though single readings can be large or run the other way; further: nearly all actives have a fitted effect of over 60% in size
Target sequence (Q9Y468 whole entry, looked up): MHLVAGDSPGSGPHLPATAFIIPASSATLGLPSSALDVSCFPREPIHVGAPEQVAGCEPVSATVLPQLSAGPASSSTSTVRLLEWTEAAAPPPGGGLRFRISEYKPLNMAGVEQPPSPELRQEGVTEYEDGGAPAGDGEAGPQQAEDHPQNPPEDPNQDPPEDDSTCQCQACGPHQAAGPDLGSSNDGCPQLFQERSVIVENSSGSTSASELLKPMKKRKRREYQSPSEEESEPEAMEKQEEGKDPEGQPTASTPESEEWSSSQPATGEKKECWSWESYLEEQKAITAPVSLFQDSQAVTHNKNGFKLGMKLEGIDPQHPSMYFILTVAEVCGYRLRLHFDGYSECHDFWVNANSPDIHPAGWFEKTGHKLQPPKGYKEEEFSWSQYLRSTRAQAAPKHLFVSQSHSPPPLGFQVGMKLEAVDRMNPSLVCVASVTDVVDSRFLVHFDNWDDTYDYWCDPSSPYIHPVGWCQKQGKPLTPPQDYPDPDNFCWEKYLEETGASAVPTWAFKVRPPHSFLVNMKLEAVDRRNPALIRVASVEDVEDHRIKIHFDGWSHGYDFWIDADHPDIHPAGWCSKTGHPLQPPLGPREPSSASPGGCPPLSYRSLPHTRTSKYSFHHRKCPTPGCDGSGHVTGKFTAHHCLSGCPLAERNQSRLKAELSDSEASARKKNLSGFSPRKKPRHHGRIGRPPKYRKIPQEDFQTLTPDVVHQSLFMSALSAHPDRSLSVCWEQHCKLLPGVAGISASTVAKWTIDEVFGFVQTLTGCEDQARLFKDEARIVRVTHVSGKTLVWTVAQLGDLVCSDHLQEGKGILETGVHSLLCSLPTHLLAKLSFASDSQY
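Read-out is AlphaScreen signal from streptavidin donor and nickel chelate acceptor beads (10 ug/mL final each) bridging L3MBTL1 (50 nM) and biotinylated K9-monomethylated H3(1-15) peptide (75 nM), after 30 min compound exposure at room temperature.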
The depositor's hits bear a star; ? = inconclusive; [ ] = dose if it differs, or a comment. On the % scale 0 is the no-effect control and ±100 the full control effect; potency means the concentration at half of the fitted maximal effect.

no.	structure	L3MBTL1 inh
1	CC1CCc2[nH]c3ccc(C(=O)N(C)CC(=O)Nc4ccccc4Cl)cc3c2C1 (stereo not drawn)	-4%
2	COc1cccc(-n2nnnc2SCC(=O)Nc2ccc(OC)cc2OC)c1	-1%
3	Cc1ccc(CNS(=O)(=O)c2ccc3c(c2)C(C)(C)C(=O)N3C)cc1	5%
4	COc1ccc(C(=O)Oc2cc(C)c(CN3CCOCC3)cc2C)cc1OC	-1%
5	Cc1cc(F)ccc1NC(=O)c1cc(S(=O)(=O)N2CCc3ccccc32)cn1C	0%
6	Cc1cc(Cn2nc(-c3ccccc3)cc2C(=O)NCC2CC2)on1	2%
7	C=CCn1c(C(O)c2ccccc2)nc2ccccc21 (stereo not drawn)	3%[2.29 µM]
8	COc1ccc(C(=O)COC(=O)CCS(=O)(=O)c2ccc(C)cc2)c(OC)c1	5%
9	COc1cc(OC)cc(-c2c(-c3cccs3)c3cc(-c4ccc(OC)nc4)ccc3n2C)c1	2%
10	CN(c1ccc(C(=O)NCCCn2ccnc2)cc1)S(C)(=O)=O	-4%
11	NC(=O)c1ccc(-c2nnn(CC(=O)N(C3CCCCC3)C3CCS(=O)(=O)C3)n2)cc1 (stereo not drawn)	-2%
12	O=[N+]([O-])c1ccc2nc(-c3cccnc3)[nH]c2c1	9%
13	Cc1ccc([C@@H]2CC=C(C(=O)O)[C@H](c3ccccc3)N2S(=O)(=O)c2ccc(C)cc2)cc1	-13%
14	COc1ccc(CN2CCN(C(=O)c3cccc4ccccc34)CC2)cc1OC	7%
15	C=CCS(=O)(=O)N1CCCC(Cc2ccccc2C)(C(=O)OCC)C1 (stereo not drawn)	-5%
16	Cn1c(CNc2ccc(F)cc2)nc2ccccc21	-11%
17	C[C@H](CO)N1C[C@H](C)[C@@H](CN(C)S(=O)(=O)c2ccc(F)cc2)Oc2ccc(NS(=O)(=O)c3cccs3)cc2C1=O	43%[activator]
18	CN(CC(=O)Nc1ccc(Cl)c(C(F)(F)F)c1)C(=O)c1cc(=O)[nH]c2ccccc12	1%
19	COc1ccc(S(=O)(=O)NCc2ccccn2)cc1NC(=O)c1ccc(C)cc1	17%
20	COc1ccc(C=NNc2ccc([N+](=O)[O-])cc2S(=O)(=O)Nc2ccccc2C(=O)O)cc1OC	-17%
21	COc1ccc(CNC(=O)COC(=O)CN2C(=O)C3CC=CCC3C2=O)cc1 (stereo not drawn)	5%
22	COc1ccc2c(CC(=O)NNC(=O)c3ccc(C)cc3)coc2c1	-2%
23	CC(OC(=O)Cn1cc(C(F)(F)F)ccc1=O)C(=O)N(C)c1ccccc1 (stereo not drawn)	-5%
24	CN1C(=O)C(C)(C)c2cc(S(=O)(=O)N3CCN(c4ccccc4)CC3)ccc21	-8%
25	Cc1ccc(C(=O)OCC(=O)NCc2ccccc2)cc1S(=O)(=O)N1CCCCC1	2%
26	Cc1ccc(SC[C@H](C)CN2CC[C@H](NC(=O)OCc3ccccc3)CCC2=O)cc1	1%
27	CCOC(=O)C1=C(C)N(CCCC(=O)O)C(=O)NC1c1ccc(Cl)cc1Cl (stereo not drawn)	-7%
28	Nc1cccc(NC(=O)CCC(=O)NCc2ccco2)c1	0%
29	CC(C)(C)OC(=O)C[C@H]1C/C=C\C[C@H](CC(=O)N(CCO)Cc2ccccc2)C(=O)N[C@H](C(C)(C)C)COC1=O	-3%
30	Cc1cc(=O)cc(C)n1-c1ccccc1N	3%
31	N#CC1(NC(=O)COc2ccc3ccc(=O)oc3c2)CCCCC1	1%
32	COc1cccc(-c2ncc3ccccc3c2COC(=O)CCCC(=O)O)c1	-1%
33	CC(C)(C)c1ccc(C(=O)NCCC(=O)Nc2cc(Cl)ccc2N2CCOCC2)cc1	-8%
34	NC(=O)c1ccc(NC(=O)CSC(=O)c2ccccc2)cc1	0%
35	Cc1cc2c(c(C)c1CCO[C@@H]1O[C@H](CO)[C@@H](O)[C@H](O)[C@H]1O)C(=O)[C@@H](C)[C@@H]2O	8%
36	O=C(NC1CCS(=O)(=O)C1)c1ccc(Br)s1 (stereo not drawn)	1%
37	CCOC(=O)N1CCN(Cc2ccc3ccccc3c2)CC1	-5%
38	Cc1ccc(OC(C)C(=O)OCC(=O)Nc2sccc2C(N)=O)cc1 (stereo not drawn)	1%
39	COc1ccc(OC)c(NC(=S)Nc2ccccc2)c1	-7%
40	COc1ccccc1CNC(=O)COC(=O)c1ccc(S(=O)(=O)N2CCCCC2)cc1	-9%
41	N#Cc1cccc(NC(=O)C2CCCN(C(=O)c3ccc(Cl)cc3)C2)c1 (stereo not drawn)	5%
42	COc1cc(/C=C(\C#N)C(=O)NCC2CCCO2)ccc1OC(=O)c1ccco1 (stereo not drawn)	-4%
43	Cc1cc(C)n2nc(SC(C)C(=O)N(C)c3ccccc3)nc2n1 (stereo not drawn)	1%
44	CC(C)(C)C(=O)NCc1ccc(C(=O)CSc2nnc(-c3ccncc3)n2C2CC2)s1	-1%
45	Cc1ccccc1-c1cc(=O)c2ccccc2o1	9%
46	O=C(CCC(=O)c1cccs1)NNC(=O)c1ccccc1O	?
47	CCN(CC(=O)NCc1ccc(Cl)cc1)C(=O)c1c(C)noc1C	3%
48	Cc1ccc(S(=O)(=O)N2CCCC2CNC(=O)C(=O)NCCN2CCOCC2)cc1 (stereo not drawn)	0%
49	Cc1csc(NC(=O)CSc2nc3nc(C)cc(C)n3n2)n1	-1%
50	COc1cccc(-c2ncc3ccccc3c2COC(=O)c2ccc(Br)cc2)c1	7%
51	COc1ccc(OC)c(NC(=O)C2CCN(S(=O)(=O)c3ccc4c(c3)OCCO4)CC2)c1	1%
52	CCN(CC(=O)Nc1cc(Cl)ccc1C)C(=O)CSCc1ccccc1	-4%
53	Cc1ccc(S(=O)(=O)N(CCC(=O)NCc2ccc(S(N)(=O)=O)cc2)c2ccccc2)cc1	4%
54	Cc1cccc(NC(=S)NCCc2ccc(Cl)cc2)c1C	0%
55	Cc1csc(C)[n+]1CC(=O)c1ccccc1	-1%[2.29 µM]
56	CC(NC(=O)COC(=O)CNC(=O)c1ccc(-c2ccccc2)cc1)c1ccccc1 (stereo not drawn)	-4%
57	O=C(COC(=O)c1cc(S(=O)(=O)N2CCOCC2)ccc1F)Nc1c(Cl)cccc1C(F)(F)F	12%
58	Cc1ccccc1OCCCC(=O)NC1CCCCC1	1%[2.29 µM]
59	Cc1cc(C(=O)NC(C)C2CC2)c(Cl)cc1Cl (stereo not drawn)	2%[2.29 µM]
60	CC(Sc1ccccc1)C(=O)NCC(c1ccco1)N1CCCCC1 (stereo not drawn)	7%

Structural class, the entries above containing a tert-butyl group
no.	structure	L3MBTL1 inh
29	CC(C)(C)OC(=O)C[C@H]1C/C=C\C[C@H](CC(=O)N(CCO)Cc2ccccc2)C(=O)N[C@H](C(C)(C)C)COC1=O	-3%
33	CC(C)(C)c1ccc(C(=O)NCCC(=O)Nc2cc(Cl)ccc2N2CCOCC2)cc1	-8%
44	CC(C)(C)C(=O)NCc1ccc(C(=O)CSc2nnc(-c3ccncc3)n2C2CC2)s1	-1%

Continued.
no.	structure	L3MBTL1 inh
61	CCN(C[C@H]1N[C@@](Cc2ccccc2)(C(=O)OC)[C@H]2C(=O)N(C)C(=O)[C@@H]12)S(=O)(=O)c1ccccc1	2%
62	COCCN(C(=O)COC(=O)Cc1ccc(Cl)cc1Cl)c1c(N)n(Cc2ccccc2)c(=O)[nH]c1=O	3%
63	O=C(CNC(=O)c1ccccc1Cl)NCC(c1cccs1)N1CCOCC1 (stereo not drawn)	9%
64	O=C(CCNC(=O)c1ccc([N+](=O)[O-])cc1)Nc1cccc(S(=O)(=O)N2CCOCC2)c1	2%
65	COc1ccccc1CNC(=O)Cc1ccc(OC)c(OC)c1	4%
66	CCOCCCNC(=O)Cn1cnc2c(cnn2-c2ccc(F)cc2)c1=O	1%
67	CCC/C(=C1/c2ccccc2C(=O)N1c1ccccc1)c1ccc2c(c1)OCO2	79%[activator]
68	Cc1cc(C(=O)COC(=O)COc2ccccc2C#N)c(C)n1CC1CCCO1 (stereo not drawn)	-20%
69	CCCN(C(=O)C(NC(=O)c1ccccc1)C(C)C)c1c(N)n(Cc2ccccc2)c(=O)[nH]c1=O (stereo not drawn)	-2%
70	O=C(CSc1nc(=O)n2ccccc2n1)N1CCC(Cc2ccccc2)CC1	-2%
71	COc1cc(NC(=O)c2ccc(S(=O)(=O)N(C)c3ccccc3)cc2)cc(OC)c1	2%
72	CCn1c(C)nnc1SCC(=O)Nc1ccccc1OC	-2%[2.29 µM]
73	Cc1ccc(NC(=O)CNNC(=O)c2cccc([N+](=O)[O-])c2)cc1[N+](=O)[O-]	-3%
74	O=C(Nc1c[nH]c2c(Cl)cccc2c1=O)N1CCN(c2ccccn2)CC1	5%
75	COc1ccc(NS(=O)(=O)c2cccc(C(=O)NCC3CCCO3)c2)cc1 (stereo not drawn)	3%
76	O=C(c1ccc(Cl)s1)N1CCN(S(=O)(=O)c2ccc(Cl)cc2)CC1	5%
77	Cc1ccsc1C(=O)N(C)CC(=O)Nc1ccccc1Br	6%
78	Cc1ccc(S(=O)(=O)N2CCCN(C(=O)c3ccc(-n4nccc4C)cc3)CC2)cc1	0%
79	COc1cc(C(=S)N2CCOCC2)ccc1OC(=O)c1cccc(C)c1	-10%
80	C[n+]1ccccc1/C=C/c1ccc(F)c(F)c1	0%[2.29 µM]
81	CCCCC[C@@H]1C=C(C(=O)O)[C@H](c2ccc(Cl)c(Cl)c2)N1S(=O)(=O)c1ccc(C)cc1	-11%
82	CCOc1ccc(NC(=O)CN2CCCC2c2cccs2)cc1S(=O)(=O)N1CCCC1 (stereo not drawn)	0%
83	Cc1ccc(C(=O)Nc2cccc(C(F)(F)F)c2)cc1NC(=O)c1[nH]cnc1C(N)=O	4%
84	COc1cc(C(=O)NNC(=O)COc2cccc(F)c2)ccc1OCC(=O)N1CCOCC1	-2%
85	COc1ccccc1C(=O)OCc1cc(=O)n2ccsc2n1	?
86	CCN1C(=O)[C@H]2[C@H]3CN=C(SCc4ccc(Cl)cc4)N3[C@@](C)(C(=O)OC)[C@H]2C1=O	9%
87	COc1cccc(-n2c(SCC(N)=O)nnc2-c2ccco2)c1	5%
88	CSCCC(NS(=O)(=O)c1ccccc1F)C(=O)NCC(c1ccc(F)cc1)N1CCOCC1 (stereo not drawn)	2%
89	O=C(COC(=O)/C=C/c1cccc(F)c1)NC1CCCCCC1	8%
90	O=C(CNC(=O)c1[nH]cnc1C(=O)N[C@@H](Cc1ccccc1)C(=O)OCc1ccccc1)OCc1ccccc1	-11%

2 of these compounds, reformatted:
(87) COc1cccc(-n2c(SCC(N)=O)nnc2-c2ccco2)c1
  L3MBTL1 inh = 5%
(78) Cc1ccc(S(=O)(=O)N2CCCN(C(=O)c3ccc(-n4nccc4C)cc3)CC2)cc1
  L3MBTL1 inh = 0%

(next part)
no.	structure	L3MBTL1 inh
91	COC(=O)c1ccc(CNC(=O)CCNC(=O)c2ccco2)cc1	-6%
92	Cc1cccc(-n2ncc(Cl)c(Cl)c2=O)c1	1%
93	COc1ccccc1OCCSc1nc2ccccc2n1CC(O)CO (stereo not drawn)	-11%
94	O=C(CCNS(=O)(=O)c1ccccc1)OCC(=O)c1ccc(Br)cc1	5%
95	COc1ccc(NC(=O)CN(C)C(=O)c2cc(-c3ccc(Cl)cc3)nc3ccccc23)cc1	-6%
96	O=C(COC(=O)C1CC2CCCC(C1)C2=O)NNC(=O)c1ccccc1F (stereo not drawn)	-8%
97	CCCCn1c(N)c(N(CC)C(=O)c2cc(S(=O)(=O)N3CCCCCC3)ccc2OC)c(=O)[nH]c1=O	8%
98	C[C@H](NC(=O)c1ccco1)C(=O)NNC(=O)c1ccc(F)cc1	2%
99	Cc1ccc(NC(=O)CSC(C)C(=O)OC(C)C(=O)NC2CCCCC2C)cc1 (stereo not drawn)	0%
100	COc1ccc(CC2=C(O)c3ccccc3C(=O)C2=O)cc1	-2%
101	Nc1ccc(-c2nc3cc(N)ccc3o2)cc1	-3%
102	CCc1nnc(NC(=O)c2cc([N+](=O)[O-])ccc2N2CCOCC2)s1	0%
103	O=C(O)COc1ccccc1C=NNc1ccc([N+](=O)[O-])cc1S(=O)(=O)Nc1ccc(Cl)cc1	-5%
104	CSCCC(NC(=O)c1ccccc1Cl)C(=O)Nc1ccncc1 (stereo not drawn)	-7%
105	CCOc1ccc(S(=O)(=O)N2CCN(C(=O)C3CC3C)CC2)cc1 (stereo not drawn)	-4%
106	CCOc1ccc(CCNC(=O)c2ccc(Cl)c(S(=O)(=O)N3CCOCC3)c2)cc1OCC	-13%
107	Cc1cc(NC(=O)CSc2n[nH]c(-c3ccccc3Br)n2)no1	0%
108	O=C(Nc1ccc(OC(F)F)cc1)c1cc(S(=O)(=O)N2CCCCC2)ccc1N1CCOCC1	28%
109	CN(C(=O)COC(=O)c1ccccc1OCc1ccc(F)cc1)C1CCS(=O)(=O)C1 (stereo not drawn)	4%
110	Cn1c(=O)c2c(nc(Cl)n2CC(=O)NC2(C#N)CCCCC2)n(C)c1=O	-3%
111	O=C(Cc1ccc(S(=O)(=O)N2CCOCC2)s1)Nc1ccc(S(=O)(=O)N2CCCCC2)cc1	18%
112	O=C(NCCCN1CCOCC1)c1cc(-c2ccc(F)cc2)nc2ccccc12	5%
113	CC(C(=O)Nc1ccc2c(c1)OCO2)N1CCC(N2CCCCC2)CC1 (stereo not drawn)	-9%
114	CC(=O)Oc1cccc(/C=N\NC(=O)C(=O)N/N=C/c2cccc(OC(C)=O)c2)c1	1%
115	O=C(NCCSc1ncc(-c2ccc(F)cc2)[nH]1)c1ccc2c(c1)OCO2	-16%
116	O=C(COC(=O)Cc1ccc(Cl)cc1)Nc1ccc2[nH]c(=O)[nH]c2c1	28%
117	Cc1ccc(S(=O)(=O)n2c(N)nc3ccccc32)cc1	1%

Assay outcomes from PubChem BioAssay.

An excerpt; the hit share may differ from the screen's.
